CRFBP-R2 block: antagonists of CRF-BP/CRF-R2 complex, primary screen, cell-based, HEK293, calcium dye fluorescence, uHTS. 350,000 compounds, 0.59% hits. CRF-induced calcium fluorescence. inhibition, % at 11.8 µM;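 active = inhibition of the ligand-induced calcium signal above about 50% at the single tested concentration, limit read from the data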
CRFR2-BP ag: agonists of CRF-BP/CRF-R2 complex, primary screen, cell-based, HEK293, calcium dye fluorescence, uHTS; activation, % at 13.2 µM; CRF-binding protein / CRF receptor 2 complex (human); 350,000 compounds, 0.46% hits; calcium dye fluorescence (FLIPR); percent of saturating CRF peptide response;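 active = activation of at least 50%, plus an integration ratio under a set limit after plate pattern correction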;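 note: plate controls were neutral control wells without compound for no effect and CRF at EC100 for full effect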
MEKK2wt PB1 HTS: modulators of MEK5 binding to wildtype MEKK2, primary screen, biochemical, multiplex bead flow cytometry, Alexa488-MEK5; Mitogen-activated protein kinase kinase kinase 2 (Homo sapiens), Q9Y2U5; Alexa488-MEK5 binding to MEKK2 WT; actives lie on both sides; binding response (% of control), % at 10 µM; 290,000 compounds, 1.1% hits; AID 1531, 2009; in the data active = binding response below about 67% or above about 130%
GalR3 antagonist: GalR3 antagonists in HEK293 cells, primary screen, cell-based, fluorescence readout. Galanin receptor type 3 (Homo sapiens), O60755. HEK293 GalR3-CNG cAMP membrane potential fluorescence; galR3 body fused to GalR1 C-terminus. inhibition, % at 3 µM. 360,000 compounds, 0.44% hits;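 active = inhibition above the screen-wide average plus 3 SD, cut at about 13% in these data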;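 note: forskolin and galanin both at EC90 stimulate the cells; cAMP rise reported by CNG channel membrane potential dye signal; 0% = forskolin plus galanin with DMSO and 100% = forskolin alone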
Target sequence (O60755 1-299 limits assumed): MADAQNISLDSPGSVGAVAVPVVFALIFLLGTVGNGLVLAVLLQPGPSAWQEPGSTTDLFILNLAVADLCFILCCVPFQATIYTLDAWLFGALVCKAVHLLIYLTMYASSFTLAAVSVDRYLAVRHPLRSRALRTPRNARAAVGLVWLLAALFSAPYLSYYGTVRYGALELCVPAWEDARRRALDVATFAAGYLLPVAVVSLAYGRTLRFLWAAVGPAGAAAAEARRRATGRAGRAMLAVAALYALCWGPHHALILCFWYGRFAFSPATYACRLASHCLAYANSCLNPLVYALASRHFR
UBC9 SUMO inh: inhibitors of in vitro SUMOylation cascade, primary screen, biochemical, HTRF, uHTS; SUMO-conjugating enzyme UBC9 (Homo sapiens), P63279; HTRF SUMOylation assay, SAE1/SAE2 + UBC9; AID 2006, 2009; inhibition, % at 35 µM; 290,000 compounds, 0.36% hits; in the data active = inhibition above about 50%, passing the limit was not always enough; note: strong numbers were not always called active
Target sequence (P63279 whole entry, looked up): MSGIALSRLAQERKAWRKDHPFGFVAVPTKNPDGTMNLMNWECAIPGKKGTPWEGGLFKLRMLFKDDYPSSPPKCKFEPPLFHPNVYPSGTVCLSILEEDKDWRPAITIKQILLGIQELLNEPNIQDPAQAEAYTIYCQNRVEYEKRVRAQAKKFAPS
MEKK3 PB1 HTS: modulators of MEKK3-MEK5 PB1 binding, primary screen, biochemical, wildtype MEKK3, multiplex bead flow cytometry, Alexa488-MEK5 | Mitogen-activated protein kinase kinase kinase 3 (Homo sapiens), Q99759 | bead-based flow cytometry, Alexa488-MEK5 binding to MEKK3; actives lie on both sides; 0 = blocked by unlabeled MEK5, 100 = vehicle | binding response (% of control), % at 10 µM | 290,000 compounds, 1.4% hits | AID 1529, 2009;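 active = binding response more than 3 SD above or below the average of its plate-row segment, actives on both sides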;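 note: Alexa488 bead fluorescence after subtracting the streptavidin-only scavenger bead signal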
Target sequence (Q99759 whole entry, looked up): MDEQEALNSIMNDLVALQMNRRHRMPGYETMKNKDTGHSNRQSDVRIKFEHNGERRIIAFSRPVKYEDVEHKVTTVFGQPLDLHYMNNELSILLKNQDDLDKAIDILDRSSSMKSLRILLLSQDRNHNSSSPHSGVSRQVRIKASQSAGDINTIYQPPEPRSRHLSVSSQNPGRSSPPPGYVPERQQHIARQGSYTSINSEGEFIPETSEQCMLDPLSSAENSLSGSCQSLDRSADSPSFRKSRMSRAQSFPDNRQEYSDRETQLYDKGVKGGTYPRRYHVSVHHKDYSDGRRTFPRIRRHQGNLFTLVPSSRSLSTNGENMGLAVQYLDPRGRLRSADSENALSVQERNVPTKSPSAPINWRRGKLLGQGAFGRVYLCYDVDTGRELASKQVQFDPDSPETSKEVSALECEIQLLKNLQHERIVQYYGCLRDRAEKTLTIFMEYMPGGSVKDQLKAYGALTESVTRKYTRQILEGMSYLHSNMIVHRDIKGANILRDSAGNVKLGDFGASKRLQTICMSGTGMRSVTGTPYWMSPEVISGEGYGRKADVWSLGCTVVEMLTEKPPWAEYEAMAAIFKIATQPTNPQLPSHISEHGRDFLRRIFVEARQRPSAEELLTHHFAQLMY
DNA FID counter: compounds displacing fluorescent DNA intercalator, primary screen, artefact control for HCV NS3 helicase inhibitor project, biochemical, FID fluorescence; inhibition, % at 7.9 µM; 290,000 compounds, 0.17% hits; DNA fluorescent intercalator displacement; in the data active = inhibition above about 37%;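 note: 0% = vehicle and 100% = reference compound; higher means more ethidium bromide displaced from hairpin DNA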
MEKK2 mut-MEK5: MEK5 binding signal on mutant MEKK2 PB1, primary screen, biochemical, multiplex bead flow cytometry, Alexa488-MEK5; Alexa488-MEK5 binding to MEKK2 mutant; percent response, % at 10 µM; 290,000 compounds, 0.35% hits; AID 1530, 2009; in the data active = percent response above about 24%, passing the limit was not always enough; note: inactives centre near 1; some results filed as inactive read as strong as hits
HCV NS3 hel inh: inhibitors of HCV NS3 helicase, primary screen, biochemical, Cy5 molecular beacon fluorescence | Hepatitis C virus NS3 helicase | NS3 helicase DNA unwinding | inhibition, % at 10.9 µM | 290,000 compounds, 0.56% hits | AID 1800, 2009;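 active = inhibition above the mean of all tested compounds plus 3 SD, set per campaign, cut at about 35% in these data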;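 note: 0% = DMSO wells and 100% = thioflavine S control wells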
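assay system = NS3 helicase fragment of HCV | buffer or medium = MOPS pH 6.5, MgCl2, DTT, Tween20, BSA | timing = 60 min unwinding reaction at 25 °C after ATP addition | signal = Cy5 beacon fluorescence read at start and 1 h | read-out basis = % inhibition of unwinding | control set = low DMSO, high thioflavine S at 110 µM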
* marks the source's active call; other numbers are inactive results; x = no result given; [ ] = dose if it differs, or a comment. A portion of the library. The share of hits here may be higher or lower than overall.

SMILES	CRFBP-R2 block	CRFR2-BP ag	MEKK2wt PB1 HTS	GalR3 antagonist	UBC9 SUMO inh	MEKK3 PB1 HTS	DNA FID counter	MEKK2 mut-MEK5	HCV NS3 hel inh
CCCNS(=O)(=O)c1ccc(CCC(=O)N2CCCCC2)cc1	5.8	-0.1	95.0	-2.5	18.8	98.0	-6.8	0.0	5.2
COc1ccc(-c2noc(CCC(=O)NCc3cccnc3)n2)cc1	7.5	-0.5	95.0	-3.4	27.4	94.0	-7.6	-5.0	-7.3
Cc1c(C(=O)NC(=S)Nc2ccc(NC(=O)c3cccs3)cc2)cccc1[N+](=O)[O-]	-14.6	-1.2	97.0	-2.0	x	100.0	-2.2	-1.0	-16.6
O=C1C2C3CCC(C3NCc3ccccc3)C2C(=O)N1Cc1ccccc1 (stereo unspecified)	3.6	0.6	101.0	2.8	-31.1	97.0	-23.6	-1.0	-8.4
CS(=O)(=O)Nc1cccc(C2=NN(C(=O)c3ccccc3Cl)C(c3ccccc3O)C2)c1 (stereo unspecified)	-28.2	3.1	101.0	-5.2	-3.9	105.0	-15.7	3.0	-10.0
COCCN1C(=O)c2cc(C(=O)Nc3ccc(C)c(F)c3)ccc2C1Nc1ccc(C)c(F)c1 (stereo unspecified)	-15.5	-0.1	91.0	x	-3.7	111.0	0.6	12.0	1.7
O=C(c1ccccc1)c1nccn1-c1ccc(Cl)nn1	-1.6	0.4	90.0	-1.3	15.7	94.0	-9.6	-16.0	13.6
CCOc1ccc2c(c1)c(N=NC(=N)N)c(O)n2C	3.5	-0.8	104.0	2.8	-25.0	128.0*	16.2	1.0	1.1
COc1ccc([C@@H]2[C@@H]3C(=O)N(C(C)(C)C)C(=O)[C@@H]3[C@]3(Cc4ccc(Cl)cc4)C(=O)N(c4ccc(Br)cc4)C(=O)N23)cc1	-13.6	7.4	86.0	-10.5	-9.1	95.0	-17.1	-16.0	14.0
CCCCn1c(SCc2nc(N)nc(Nc3ccccc3C)n2)nc2ccccc2c1=O	22.5	0.3	98.0	-0.9	-36.0	103.0	-14.5	9.0	-21.7
CC1CC1C(=O)Nc1cc(S(=O)(=O)N2CCOCC2)ccc1N1CCCC1 (stereo unspecified)	-2.2	1.1	102.0	-6.3	14.2	98.0	-3.2	3.0	-10.7
CC(NC(=S)Nc1ccc(Cl)cc1Cl)C(c1cccs1)N1CCCC1 (stereo unspecified)	-34.0	1.4	95.0	-1.5	-9.1	98.0	24.2	-5.0	-7.3
COc1cccc(C(=O)COc2ccc3c(C)cc(=O)oc3c2)c1	-1.5	-0.9	106.0	-8.5	10.5	109.0	-21.6	7.0	1.8
COc1ccc(NC(=O)NCCN2C(=O)C3C4C=CC(C4)C3C2=O)cc1 (stereo unspecified)	34.8	-2.2	102.0	3.0	7.6	100.0	-3.4	2.0	1.4
O=C(CSc1nnnn1C1CCCC1)N1CCCCC1	3.6	-0.7	99.0	-9.8	9.8	97.0	-4.0	2.0	-1.3
COc1ccc2c(c1)c(CC(=O)OC(C)C(=O)N(C)C)c(C)n2C(=O)c1ccc(Cl)cc1 (stereo unspecified)	14.9	-1.9	100.0	1.2	15.9	102.0	-49.3	1.0	-25.8
CCN1CCN(C(=O)NCc2ccccc2)CC1	19.5	3.6	93.0	5.2	7.2	98.0	-0.2	-10.0	-3.0
Cc1cc(C)c2c(NC(=S)Nc3ccccc3)n[nH]c2n1	-6.0	0.1	102.0	-3.7	-19.3	105.0	-4.7	3.0	2.6
COc1cc(Cl)ccc1OCc1cc(C(=O)NC(C)Cc2cccnc2)no1 (stereo unspecified)	4.4	-2.4	105.0	-1.3	1.4	99.0	-23.2	3.0	6.3
O=C(Nc1c(F)cc(F)cc1Br)c1cc(-c2ccco2)on1	-5.5	-2.5	89.0	-5.0	-2.1	84.0	1.0	-6.0	2.1
C/C(=N/NC(=O)CSc1nc2ccccc2s1)c1ccncc1	10.6	-3.3	90.0	-5.5	35.3	92.0	-16.8	-10.0	-4.5
C=CCOc1ccc2ccccc2c1CNn1cn[nH]c1=S	6.6	-0.8	108.0	-11.0	-3.1	103.0	-23.2	2.0	4.8
CCOC(=O)c1nc(NCc2cccc(OC)c2)c2ccccc2n1	-10.9	1.7	97.0	-2.2	1.6	102.0	-15.0	-7.0	4.5
COc1ccc(Br)cc1S(=O)(=O)Nc1ncn[nH]1	11.7	2.4	104.0	2.2	7.8	99.0	-6.5	4.0	4.0
COC(=O)C1=C(C)N(CCCC(=O)O)C(=O)NC1c1ccc(OC)cc1 (stereo unspecified)	-6.5	2.7	107.0	-1.4	x	101.0	x	4.0	x

The list goes on:
SMILES	CRFBP-R2 block	CRFR2-BP ag	MEKK2wt PB1 HTS	GalR3 antagonist	UBC9 SUMO inh	MEKK3 PB1 HTS	DNA FID counter	MEKK2 mut-MEK5	HCV NS3 hel inh
CO/N=C/C(=N\Nc1ccc(OC)cc1)C(=O)c1ccc(OC)cc1	-0.5	-0.6	102.0	-3.4	2.4	106.0	-1.0	3.0	0.8
Cc1cc(C)n(Cc2ccc(C(=O)NCc3ccco3)o2)n1	7.5	1.8	103.0	2.4	-0.4	105.0	-8.8	13.0	0.4
CCCNC(=S)N1CCC(c2nc3cc(C)c(C)cc3[nH]2)CC1	-17.4	-1.3	x	-4.2	-8.9	x	15.0	x	-4.1
Cc1ccccc1NC(=O)C1CC(=O)OC12CCOC(C)(C)C2 (stereo unspecified)	10.4	0.1	97.0	-2.7	5.9	107.0	0.4	-7.0	0.0
O=C(COc1nc2ccccc2nc1N1CCOCC1)Nc1cccc(S(=O)(=O)N2CCCCC2)c1	6.1	0.2	88.0	-4.9	-24.0	96.0	-18.7	6.0	-8.0
CNS(=O)(=O)c1ccc(NC(=O)c2cc(-c3ccncc3)nc3ccc(Cl)cc23)cc1	-2.5	-1.1	96.0	-1.3	33.3	98.0	-14.1	-5.0	7.9
CCCCOC(=O)C1CCCC(C)N1 (stereo unspecified)	34.3	-3.5	103.0	-8.2	5.5	100.0	-0.1	4.0	-4.3
O=C(Nc1cccc2ncccc12)c1cccc(F)c1	-3.2	-0.4	109.0	-5.8	13.2	108.0	4.6	9.0	6.5
O=C(NCc1nc2ncc(Br)cc2[nH]1)c1ccccc1	-14.0	1.3	0.0*[inhibitor]	3.4	9.0	0.0*[inhibitor]	-3.8	-15.0	-8.5
O=C(NC(=S)Nc1ccc2c(c1)C(=O)c1ccccc1C2=O)c1ccc(F)cc1	x	x	94.0	x	-11.1	98.0	2.4	-3.0	10.5
Cc1nc(Cl)cc(CS(=O)(=O)c2ccc(Cl)cc2)n1	24.2	2.5	87.0	-7.6	-2.5	93.0	1.3	-15.0	-6.4
Cc1cc(S(=O)(=O)Nc2ccc(C(=O)NCC(c3ccccc3)N(C)C)cc2)ccc1F (stereo unspecified)	-2.6	-0.9	107.0	0.7	-5.8	98.0	20.0	5.0	-88.2
O=S(=O)(/C=C/c1ccccc1)c1ccccc1	-1.3	-1.2	99.0	-3.2	5.1	126.0*	0.3	4.0	-2.7
CCOC(=O)N1CCN(C(=S)NC(=O)c2c(-c3c(Cl)cccc3Cl)noc2C)CC1	10.3	-0.9	99.0	-2.4	4.8	102.0	-20.1	-1.0	7.6
CC(C)CNC(=O)c1ccccc1-c1ccccc1C(=O)O	4.7	0.5	96.0	-5.4	9.7	98.0	4.5	-2.0	9.9
CCOC(=O)c1c(/N=C/C2=C(O)CCCC2=O)sc2c1CCCC2	0.7	-4.3	104.0	-1.6	-16.1	105.0	-2.1	9.0	10.8
CC(=O)NC1C(=O)N(CCc2ccccc2)c2ccccc21 (stereo unspecified)	-10.6	-2.4	95.0	-6.3	-1.5	99.0	-19.7	-1.0	1.3
O=C(N/N=C/c1cccc2ccccc12)c1cc2ccccc2o1	-10.5	12.8	95.0	-4.9	2.3	101.0	-9.5	-6.0	5.5
CCC(CC)C(=O)OCC(=O)Nc1cc(OC)c([N+](=O)[O-])cc1C	12.0	-0.3	99.0	1.5	-3.7	98.0	-8.2	-1.0	7.6
N#C/C(=C\c1ccc(N2CCCCC2)o1)C(N)=O	-24.7	35.5	101.0	0.4	-2.9	101.0	-3.1	0.0	6.7
CC1(c2ccccc2)NC(=O)N(CCN2C(=O)c3ccccc3C2=O)C1=O (stereo unspecified)	-3.0	-0.6	98.0	10.8	17.2	103.0	-3.6	-3.0	-27.0
Cc1c(NC(=O)c2cc(=O)[nH]c3ccccc23)c(=O)n(-c2ccccc2)n1C	1.5	5.9	99.0	4.8	11.5	97.0	0.2	-2.0	11.2
CCCCNC(=O)c1onc(CSc2cccc(Cl)c2)c1C(=O)O	11.4	-0.2	111.0	-4.3	7.0	108.0	-28.4	9.0	23.5
Cc1ccc(C(=O)OCC(=O)N2CCOCC2)c(C)c1	-2.2	-0.7	100.0	-8.3	-7.2	100.0	-5.5	-4.0	-4.8
CN(C)/N=C/c1c(O)ccc2ccccc12	-6.0	6.7	108.0	-2.7	17.1	106.0	1.8	7.0	-2.3

Given with bars between the fields: part of the list above
smiles | CRFBP-R2 block | CRFR2-BP ag | MEKK2wt PB1 HTS | GalR3 antagonist | UBC9 SUMO inh | MEKK3 PB1 HTS | DNA FID counter | MEKK2 mut-MEK5 | HCV NS3 hel inh
CCCCNC(=O)c1onc(CSc2cccc(Cl)c2)c1C(=O)O | 11.4 | -0.2 | 111.0 | -4.3 | 7.0 | 108.0 | -28.4 | 9.0 | 23.5
Cc1ccc(C(=O)OCC(=O)N2CCOCC2)c(C)c1 | -2.2 | -0.7 | 100.0 | -8.3 | -7.2 | 100.0 | -5.5 | -4.0 | -4.8
CN(C)/N=C/c1c(O)ccc2ccccc12 | -6.0 | 6.7 | 108.0 | -2.7 | 17.1 | 106.0 | 1.8 | 7.0 | -2.3

Other records:
SMILES	CRFBP-R2 block	CRFR2-BP ag	MEKK2wt PB1 HTS	GalR3 antagonist	UBC9 SUMO inh	MEKK3 PB1 HTS	DNA FID counter	MEKK2 mut-MEK5	HCV NS3 hel inh
O=C(CSCc1ccc(Cl)cc1)NCc1ccccn1	2.8	-0.5	99.0	-3.7	-16.1	96.0	-2.9	-1.0	6.4
COc1ccc(-c2ccc(SCC(=O)Nc3nnc(C)s3)nn2)cc1	-0.3	-1.4	98.0	-6.9	-7.6	104.0	-11.8	-2.0	1.8
Cc1ccc(C)c(Oc2coc3cc(O)ccc3c2=O)c1	24.8	-0.3	100.0	1.3	26.5	105.0	-10.6	3.0	7.8
CC(NC(=O)c1ccccc1F)c1ccccc1 (stereo unspecified)	5.7	-1.3	97.0	-2.1	3.6	98.0	2.1	-1.0	-4.2
Cc1ccccc1NC(=O)c1ccc(CN(c2ccccc2)S(=O)(=O)c2ccccc2)cc1	-9.5	5.4	93.0	-0.4	-13.2	95.0	-11.5	-3.0	2.9
CCN1CC(=O)Nc2cc(S(=O)(=O)N3CCOCC3)ccc21	-8.2	3.2	96.0	15.6*	4.4	100.0	-2.5	-9.0	0.3
